Screening data deposited in PubChem by The Scripps Research Institute Molecular Screening Center.
PAFAH1B3 FP inh = blocks human PAF acetylhydrolase 1B catalytic subunit 3; Q15102; 340,000 compounds, 0.28% hits; inhibition, % at 3.39 µM; recombinant PAFAH1B3, FP-rhodamine probe, fluorescence polarization;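 active means inhibition above the screen-wide average of all tested compounds plus 3 SD, cut at about 25% in these data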;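 further: 0% = enzyme with DMSO only and 100% = wells lacking PAFAH1B3 protein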
LYPLA2 counter = LYPLA2 (human) inhibition in PME1 counter-screen | inhibition, % at 5.9 µM | recombinant LYPLA2, FP-Rh probe fluorescence polarization | 320,000 compounds, 0.38% hits;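 active means inhibition above the screen-wide mean plus 3 SD, limit set per campaign, cut at about 26% in these data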;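 further: 0% = LYPLA2 with DMSO and 100% = wells lacking LYPLA2 enzyme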
PAD4 FP inh = inhibitors of human PAD4; Q9UM07; recombinant PAD4, RCA probe fluorescence polarization; inhibition, % at 6.36 µM; 330,000 compounds, 0.41% hits; AID 485272;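 active means percent inhibition above a cutoff equal to the mean of all tested compounds plus 3 SD, cut at about 15% in these data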;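 further: 0% = PAD4 with RCA probe and DMSO and 100% = probe without PAD4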
LYPLA1 counter = counter-screen for PME1 inhibitors: inhibitors of human LYPLA1. O75608. recombinant LYPLA1, FP-Rh probe fluorescence polarization. inhibition, % at 5.9 µM. 320,000 compounds, 0.16% hits. AID 2174;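 active means inhibition above the mean of all tested compounds plus 3 SD, set per campaign, cut at about 14% in these data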;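 further: inhibitors block serine hydrolase probe labeling of LYPLA1 so polarization falls; 0% = enzyme with DMSO and 100% = wells lacking LYPLA1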
PAFAH2 inh = inhibitors of human PAFAH2 | Q99487 | recombinant PAFAH2, FP-rhodamine activity probe, fluorescence polarization | inhibition, % at 3.39 µM | 340,000 compounds, 0.99% hits | AID 492956;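 active means inhibition above the mean over all tested compounds plus 3 SD, cut at about 30% in these data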;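 further: inhibitors block probe labeling of enzyme so polarization drops; 0% = enzyme with DMSO and 100% = wells lacking PAFAH2 protein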
ZTA counter = ZTA (EBV) inhibition in EBNA-1 counter-screen | P03206 | ZTA-DNA binding, fluorescence polarization | inhibition, % at 11 µM | 320,000 compounds, 0.15% hits; in the data active means inhibition above about 33%
Target sequence (P03206 whole entry, looked up): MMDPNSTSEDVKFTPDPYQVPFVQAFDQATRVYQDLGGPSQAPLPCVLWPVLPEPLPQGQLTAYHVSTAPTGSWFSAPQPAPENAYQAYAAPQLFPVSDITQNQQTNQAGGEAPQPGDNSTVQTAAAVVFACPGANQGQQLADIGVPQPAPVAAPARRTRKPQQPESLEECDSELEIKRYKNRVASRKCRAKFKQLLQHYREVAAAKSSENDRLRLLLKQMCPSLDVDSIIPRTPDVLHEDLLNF
GSTO1 counter = blocks human GSTO1 in RBBP9 counter-screen. P78417. recombinant GSTO1, activity-based probe fluorescence polarization. inhibition, % at 5.96 µM. 300,000 compounds, 1.1% hits. AID 1974;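 active means inhibition above the campaign mean inhibition plus 3 SD, cut at about 35% in these data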;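 further: 0% = GSTO1-1 with DMSO and 100% = wells lacking GSTO1-1 enzyme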
PREPL inhibitor = inhibitors of human prolyl oligopeptidase-like enzyme PREPL | inhibition, % at 5.96 µM | Q4J6C6 | 320,000 compounds, 0.68% hits | recombinant PREPL, fluorescence polarization activity-based probe; in the data active means inhibition above about 43%;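 further: 0% = enzyme with DMSO and 100% = wells lacking enzyme; many of its hits are not listed in these tables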
Target sequence (Q4J6C6 whole entry, looked up): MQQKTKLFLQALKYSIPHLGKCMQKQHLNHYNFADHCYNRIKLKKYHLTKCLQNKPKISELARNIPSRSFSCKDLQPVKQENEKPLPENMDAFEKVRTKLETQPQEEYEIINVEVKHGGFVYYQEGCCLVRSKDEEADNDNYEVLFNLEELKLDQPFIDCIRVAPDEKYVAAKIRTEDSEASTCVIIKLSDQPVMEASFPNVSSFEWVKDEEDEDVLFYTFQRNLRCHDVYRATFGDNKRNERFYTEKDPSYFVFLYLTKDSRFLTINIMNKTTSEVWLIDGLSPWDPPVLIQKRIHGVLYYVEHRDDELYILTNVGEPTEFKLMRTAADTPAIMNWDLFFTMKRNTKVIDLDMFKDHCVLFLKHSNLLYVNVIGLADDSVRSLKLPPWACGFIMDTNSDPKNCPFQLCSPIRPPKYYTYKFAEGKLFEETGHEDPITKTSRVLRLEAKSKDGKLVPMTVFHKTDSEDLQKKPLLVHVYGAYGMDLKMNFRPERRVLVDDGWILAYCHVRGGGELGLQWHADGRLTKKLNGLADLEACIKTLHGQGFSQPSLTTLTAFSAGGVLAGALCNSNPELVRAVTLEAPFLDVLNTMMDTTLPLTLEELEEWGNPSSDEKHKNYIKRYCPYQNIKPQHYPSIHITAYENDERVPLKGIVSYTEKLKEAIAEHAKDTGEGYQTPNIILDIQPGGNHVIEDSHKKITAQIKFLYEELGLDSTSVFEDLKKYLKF
EBNA-1 inh = blocks EBNA-1 binding to DNA; EBNA-1 DNA binding, fluorescence polarization; inhibition, % at 14.8 µM; 300,000 compounds, 0.34% hits; AID 1950; in the data active means inhibition above about 28%
* marks the source's active call; other numbers are inactive results; / = not tested or not shown. A portion of the library, so the mix of outcomes need not match the whole.

SMILES	PAFAH1B3 FP inh	LYPLA2 counter	PAD4 FP inh	LYPLA1 counter	PAFAH2 inh	ZTA counter	GSTO1 counter	PREPL inhibitor	EBNA-1 inh
O=C(CN1C(=O)/C(=C2\SC(=S)N(CCS(=O)(=O)O)C2=O)c2ccccc21)Nc1cccc(Br)c1	2	-3	-2	-3	-7	1	-4	-1	-3
CCOC(=O)c1cc(NC(=O)C2C3C=CC(O3)C2C(=O)O)cc(C(=O)OCC)c1 (configuration not stated)	12	10	-1	-1	4	7	5	4	9
CCOC(=O)c1c(-c2ccc(OC)cc2)csc1/N=C/C1C(=O)CCCC1=O	2	-12	-41	-8	-14	9	-16	-13	6
O=NN(CCCl)C(=O)NCCCl	2	3	0	4	4	-7	3	6	7
CC(C)c1ccc(CN2C(=O)NC3(CCCCCC3)C2=O)cc1	19	4	1	0	-7	-4	4	6	-2
CCN(Cc1ccccc1)C(=O)C1CCC(CNc2c(N3CCOCC3)c(=O)c2=O)CC1 (configuration not stated)	-2	5	2	0	10	-3	4	8	4
COc1ccccc1-c1noc(CCC(=O)Nc2ccccc2Cl)n1	8	-7	4	-1	-5	7	4	-9	-5
Cc1noc(C)c1C(=O)OC(C)C(=O)Nc1ccc(S(=O)(=O)NC(C)C)cc1 (configuration not stated)	6	4	-4	0	6	5	3	-5	9
CCOCCCNC(=O)N1CCOCC1	7	1	-2	1	0	-1	3	7	-2
CC(C)NC(=O)CN1CCN(Cc2nc(C(c3ccccc3)c3ccccc3)no2)CC1	6	3	-5	2	-1	10	-2	4	5
N#Cc1ccccc1OCC(=O)Nc1ccc2c(c1)OCCCO2	8	-11	1	-6	5	-14	-1	10	-9
O=C(CC1Oc2ccccc2NC1=O)NCCCN1CCCC1=O (configuration not stated)	12	0	-3	0	6	-3	2	10	-12
CS(=O)(=O)Oc1ccc2c(c1)O/C(=C\C=C\c1ccccc1)C2=O	7	-1	-4	2	14	-13	12	-8	1
NC(=O)c1ccc(-n2c(CCC(=O)O)ccc2-c2cccs2)cc1	-2	-9	-6	-2	5	13	-8	8	10
COc1ccc(Cl)cc1C(=O)Nc1cccnc1	-4	3	-1	-3	3	2	-5	11	-3
CN1CCC[C@@H]1CCNC(=O)c1cccc2c1C(=O)c1ccc(N3CCCC3)cc1S2(=O)=O	-18	/	-10	/	-26	/	/	2	/
Nc1nc(N2CCN(c3ccc(Cl)cc3)CC2)n[nH]1	2	2	-2	-1	-7	10	3	-1	-1
COCC(=O)Nc1ccc(N2CCCC2)c(S(=O)(=O)Nc2ccccc2OC)c1	0	-2	0	-8	8	-1	/	6	/
COc1cccc2cc(C(=O)N3CCc4ccccc4C3)c(=O)oc12	-1	5	-1	0	-3	0	-2	10	-7
Cc1cc(=O)[nH]c(N/N=C/c2ccccn2)n1	10	1	-2	-4	-9	1	-3	0	-6

Three compounds from above, ordered by their value in PREPL inhibitor, largest number first.
| smiles | PAFAH1B3 FP inh | PAD4 FP inh | PAFAH2 inh | PREPL inhibitor | EBNA-1 inh |
| --- | --- | --- | --- | --- | --- |
| COc1ccc(Cl)cc1C(=O)Nc1cccnc1 | -4 | -1 | 3 | 11 | -3 |
| O=NN(CCCl)C(=O)NCCCl | 2 | 0 | 4 | 6 | 7 |
| CCOC(=O)c1c(-c2ccc(OC)cc2)csc1/N=C/C1C(=O)CCCC1=O | 2 | -41 | -14 | -13 | 6 |

More results follow:
SMILES	PAFAH1B3 FP inh	LYPLA2 counter	PAD4 FP inh	LYPLA1 counter	PAFAH2 inh	ZTA counter	GSTO1 counter	PREPL inhibitor	EBNA-1 inh
CCCN1C(=O)CSC1=Nc1ccccc1	-4	2	-2	-2	-1	7	-5	0	5
CC(C)(C)OC(=O)N[C@@H](Cc1ccccc1)c1nnc(S(=O)(=O)Cc2ccccc2)o1	/	0	1	2	/	5	1	2	4
Cc1ccc(N(CC(=O)NCC(O)c2ccccc2)S(=O)(=O)c2ccc(C)cc2)cc1 (configuration not stated)	-1	2	-3	2	1	-9	-2	5	-3
O=Cc1cnc(N2CCOCC2)nc1	7	3	2	-1	-4	1	6	-4	3
CCc1nc(N2CCCC2C(=O)O)c2oc3ccccc3c2n1 (configuration not stated)	4	7	8	0	0	3	4	7	-1
CCC(=O)OCc1c(C(F)(F)F)nn(C)c1Oc1cccc(C(F)(F)F)c1	4	10	0	1	8	-15	3	8	-1
N#CCCn1cc(/C=N/O)c(-c2ccc(-c3ccccc3)cc2)n1	-4	5	3	-4	1	3	3	-2	-8
O=C(NCC(=O)N(CC1CCCO1)C1(C(=O)NC2CCCC2)CCCCC1)c1ccccc1 (configuration not stated)	9	-7	-1	-1	5	-5	1	15	4
COc1ccc(-n2c(=O)c3ccccc3n(CC(=O)OCc3ccccc3)c2=O)cc1OC	2	10	1	0	4	3	5	0	-6
Nc1c(-c2cccs2)cnn1-c1nc(-c2ccc(Cl)cc2Cl)cs1	4	2	-4	-1	-2	-9	4	20	-1
CCC(C)NC(=O)CSC1=Nc2ccccc2C2=NC(c3ccccc3)C(=O)N12 (configuration not stated)	-1	2	5	1	-5	0	8	20	4
Cc1ccc(Cn2cccc(NC(=O)NC3CCCCC3)c2=O)cc1	4	7	-2	-3	5	23	4	11	13
CC1=NN(C(N)=S)C(=O)C1N=Nc1c(Br)cc(Br)cc1Br (configuration not stated)	6	5	2	-1	22	2	-14	-5	2
O=[N+]([O-])c1ccn(-c2nc(-c3cccs3)cc(C(F)(F)F)n2)n1	13	1	-5	4	5	-8	-4	14	-7
CCOCCCN(C(=O)Cn1nnc(-c2ccc(OC)c(OC)c2)n1)C(CC)C(=O)NC1CCCC1 (configuration not stated)	13	-8	-2	1	4	7	6	11	-9
O=C1Nc2cc(Cl)c(Cl)cc2N(O)N1c1ccc(Cl)c(Cl)c1	1	-1	-1	-3	-1	2	-1	18	7
O=C(COC(=O)Cc1ccc(Cl)cc1Cl)Nc1ccccc1OC(F)F	-4	3	-8	3	-4	-1	3	-2	-3
Cc1ccc(C(=O)NC2CCN(S(=O)(=O)c3ccc(C)cc3)CC2)cc1	0	-2	-2	-2	0	13	3	-6	-2
O=C(NCCCN1CCOCC1)c1cc(C(=O)C2CCCCC2)c[nH]1	3	5	0	-1	-2	-20	6	15	-9
CCOc1cc(/C=N\NC(=O)c2ccc(NC(=O)C(C)(C)C)cc2)ccc1OC(=O)c1ccc(C)cc1	5	-9	-6	-5	-6	10	2	2	-12
O=C(C[C@H]1C/C=C\C[C@H](NC(=O)OCC2c3ccccc3-c3ccccc32)C(=O)OC[C@H](Cc2ccccc2)NC1=O)N[C@H](CO)Cc1ccccc1	-9	/	-4	/	2	/	/	18	/
c1ccc(C2=Nn3c(nnc3-c3n[nH]c4c3CCC4)SC2)cc1	5	-5	2	-3	0	2	1	-6	-13
CCn1c(SCC(=O)Nc2nc(C)cs2)nnc1-c1ccco1	3	10	-2	1	-9	-24	4	0	-15
CSc1nnc(C)c(/C=C/Nc2ccc(F)cc2F)n1	0	-3	-4	-2	-3	-1	2	7	2
CN1CCN(c2nc(-c3ccccc3)ncc2S(=O)(=O)c2ccccc2)CC1	6	4	-1	6	12	-3	5	-45	-13
CCOC(=O)C1=C(c2ccccc2)Nc2ncnn2C1c1ccc(O)cc1 (configuration not stated)	3	4	-1	0	-27	21	-2	-66	-3
Cc1ccc2nc(SCC(=O)NCC3CCCO3)c(C#N)cc2c1 (configuration not stated)	2	0	3	-2	4	1	-2	1	1
O=C(c1ccco1)N1CCN(S(=O)(=O)c2cccc(C(F)(F)F)c2)CC1	7	-2	-6	2	-3	-3	2	-16	4
Cc1ccc(/C=C/C(=O)N2CCC(Cc3ccccc3)CC2)cc1	-7	1	3	-1	-6	4	-2	-19	4
CC1CN(C)C(C)CC1NCc1ccc2c(c1)OCO2 (configuration not stated)	4	-2	-2	3	2	9	5	-2	3
Cc1cc(C)cc(C(=O)Nc2ccc(NC(=O)c3cccs3)cc2)c1	14	-14	-5	-9	-7	8	-3	2	1
CC1CCN(S(=O)(=O)c2ccc(S(=O)(=O)NCc3cccnc3)cc2)CC1	5	3	2	-2	4	3	3	-6	8
Cc1ccccc1N1C(=O)CC(N2CCN(C(=O)c3ccco3)CC2)C1=O (configuration not stated)	-2	0	1	0	-4	-5	-3	13	-8
CCCCN(Cc1ccccc1)C(=O)CCN1C(=O)C2C3C=CC(C3)C2C1=O (configuration not stated)	5	7	1	2	-51	10	2	6	4
Cc1cc(S(=O)(=O)Nc2c(C)nc3nc[nH]n3c2=O)ccc1F	1	-3	-4	1	8	-15	-1	6	-10
C/C(=N\Nc1cc(C)nc(-c2ccccc2O)n1)c1ccccc1O	3	-14	2	-13	-20	-4	-6	1	4
CCN(CC(=O)Nc1ccc(NC(C)=O)cc1)C(=O)c1ccc2c(c1)OCCO2	-2	-5	0	-3	7	-7	/	15	/
CCCSc1nc2c(c(=O)n1CC)SC(C)C2 (configuration not stated)	3	-1	-1	1	0	-12	5	4	-3
COc1ccc([C@H]2CC(=O)C=C(c3ccccc3Oc3ccccc3)C2)cc1	7	3	4	1	-3	3	/	7	/
Cc1ccc(S(=O)(=O)N2CCC(C(=O)N/N=C/c3cccnc3)CC2)cc1	8	-4	0	2	1	-2	4	7	6
O=C(O)c1cc(-n2[nH]c(=O)c3ccccc3c2=O)ccc1Cl	5	-1	1	-2	1	-7	-3	1	1
Cc1ccc(NC(=O)c2cccc(NC(=O)/C=C/c3ccco3)c2)cc1C	-24	-66	-3	-32	-24	-21	-37	1	-8
COc1ccc(-n2nc(C(=O)N(C)C)nc2-c2ccccc2)cc1	2	15	-2	2	-2	3	1	-3	2
CC1(C)C(=O)OC(C(=O)c2ccc(Cl)cc2)C(C)(C)C1=O (configuration not stated)	5	2	-4	3	2	-5	8	16	2
CCOc1ccccc1NC(=O)CSc1nc(=O)n(Cc2ccccn2)c2c1CCC2	12	5	2	3	-4	-12	2	-7	-5
O=C(NCC1CCCO1)C1CCN(C(=O)c2ccc(Cl)cc2)CC1 (configuration not stated)	6	1	-2	0	-16	9	-4	-1	10
Cc1cc(C)n2nc(SCC(=O)NC(=O)c3ccccc3)nc2n1	7	/	-6	/	-2	/	/	12	/
CC(=O)c1ccc(NC(=S)N(C)C2CCN(C)CC2)cc1	1	9	-2	7	-2	5	-3	0	5
Cc1cccc(-c2nnc(NC(=O)c3ccc(N4C(=O)CCC4=O)cc3)s2)c1	-6	-2	-11	-6	-6	-10	-9	2	-8
COc1ccccc1C(=O)NCc1ccccc1	5	4	1	1	7	-1	7	-8	3
More compounds:
SMILES	PAFAH1B3 FP inh	LYPLA2 counter	PAD4 FP inh	LYPLA1 counter	PAFAH2 inh	ZTA counter	GSTO1 counter	PREPL inhibitor	EBNA-1 inh
CC1S/C(=N/N=C/c2cccc([N+](=O)[O-])c2)NC1=O (configuration not stated)	-5	-10	-3	-3	-1	-3	-6	7	1
O=C1NC(C(=O)O)=CC(c2cccc(Cl)c2Cl)N1 (configuration not stated)	5	2	0	1	-10	-3	9	1	4
COc1ccc(CCNC(=O)Cn2cccc2C(=O)c2ccccc2)cc1OC	5	3	-1	0	-2	12	1	6	-1
COc1ccc(-c2cc3ccccc3n2CC(O)CN2CCN(CCO)CC2)cc1 (configuration not stated)	1	1	1	2	-3	2	4	28	1
CC(=O)Nc1ccc(NC(=O)CN2CCCC(C)C2)c(Cl)c1 (configuration not stated)	4	-4	-2	1	7	13	-7	8	-2
COCCCNc1nc(=S)[nH]c2cc(OC)c(OC)cc12	4	3	-1	2	14	-12	7	7	-6
CCOC(=O)C(Cc1c[nH]c2ccccc12)NC(=O)c1ccco1 (configuration not stated)	2	-3	-5	0	-12	-10	0	2	1
